KCNK3 inh – human KCNK3 channel inhibitors, primary screen, CHO cells, FluxOR thallium flux, B-score; B-score at 10 µM; 340,000 compounds, 0.84% hits; AID 602410, 2012; Potassium channel subfamily K member 3 (Homo sapiens), O14649; FluxOR fluorescence; active compounds read low;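 active = B-score under library mean minus 4 SD, starting fluorescence ratio at most library mean plus 5 SD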;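 note: more negative B-score means stronger inhibition of thallium flux through KCNK3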
KCNQ1 pot – potentiators or activators of KCNQ1 channel, primary screen, cell-based, thallium flux, high-throughput | CHO-K1 KCNQ1, thallium flux FluxOR fluorescence; active compounds read high | Potassium voltage-gated channel subfamily KQT member 1 (Homo sapiens), P51787 | B-score at 10 µM | 310,000 compounds, 0.35% hits | AID 2648, 2010;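 active = fluorescence ratio B-score, a plate-corrected score, at least three library SD, with initial intensity B-score within 5 SD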
Target sequence (P51787 whole entry, looked up): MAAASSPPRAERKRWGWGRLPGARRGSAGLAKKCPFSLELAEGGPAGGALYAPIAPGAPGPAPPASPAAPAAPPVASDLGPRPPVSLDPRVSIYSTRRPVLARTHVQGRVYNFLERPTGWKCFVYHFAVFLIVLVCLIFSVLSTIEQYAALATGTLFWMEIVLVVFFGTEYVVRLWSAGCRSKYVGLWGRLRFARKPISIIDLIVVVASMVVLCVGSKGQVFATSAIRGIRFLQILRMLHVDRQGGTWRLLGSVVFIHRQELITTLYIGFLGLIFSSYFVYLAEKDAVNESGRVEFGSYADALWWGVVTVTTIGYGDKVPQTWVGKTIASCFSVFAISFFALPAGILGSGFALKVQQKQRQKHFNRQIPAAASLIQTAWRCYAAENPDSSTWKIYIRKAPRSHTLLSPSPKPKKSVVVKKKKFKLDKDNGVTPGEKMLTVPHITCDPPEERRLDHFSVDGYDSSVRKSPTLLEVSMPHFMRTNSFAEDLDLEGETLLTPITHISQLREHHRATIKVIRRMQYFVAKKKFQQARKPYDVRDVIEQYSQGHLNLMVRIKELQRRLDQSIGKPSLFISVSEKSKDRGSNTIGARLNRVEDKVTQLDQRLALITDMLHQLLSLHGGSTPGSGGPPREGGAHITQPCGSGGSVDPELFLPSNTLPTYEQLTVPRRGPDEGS
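Assay system: CHO-K1 cells stably expressing KCNQ1; Medium: assay buffer with matched DMSO; Also added: K+/Tl+ depolarizing stimulus; Dosing: single dose; Timing: dye 90 min, compound 20 min, room temperature; Measured by: kinetic FluxOR thallium fluorescence, 10-s 1-Hz baseline, 110-s post-stimulus read; Read-out: peak-minus-minimum fluorescence over initial fluorescence, negative-control normalized, B-scored.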
RGS4 act – RGS4 potentiators or activators, primary screen, cell-based, HEK293 M3R inducible RGS4, calcium flux; 310,000 compounds, 0.92% hits; carbachol calcium flux Fluo4; active compounds read low; B-score at 10 µM;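 active = B-score of the integrated calcium signal more than 4 SD below the library mean, with starting fluorescence not abnormally high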;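 note: negative B-score means reduced calcium response which marks RGS4 activation or potentiation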
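Test system: HEK293 cells with stable M3R and inducible RGS4; also added: carbachol at ECmax as muscarinic agonist stimulus; schedule: dye loading 30 min 37 °C, buffer rest 30 min RT; technique: kinetic calcium fluorescence imaging with Fluo4-AM dye, 2 µM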
RGS4 inh – RGS4 inhibitors, primary screen, cell-based, HEK293 M3R inducible RGS4, calcium flux; Regulator of G-protein signaling 4 (Homo sapiens), P49798; Fluo-4 calcium flux; active compounds read high; triggered by carbachol at its EC20; B-score at 10 µM; 310,000 compounds, 0.45% hits; AID 463165, 2010;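 active = B-score, a plate-corrected calcium signal, over three deviations above library mean, with baseline fluorescence within five deviations of library mean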;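 note: RGS4 expression induced by doxycycline in cells with stable M3 receptor; B-score is computed from the integrated fluorescence ratio over baseline after carbachol; higher B-score means a larger calcium signal and so more RGS4 inhibition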
hERG protect – hERG rescue from dofetilide block, primary screen, cell-based, CHO-hERG, FluxOR thallium flux, dofetilide IC70; Voltage-gated inwardly rectifying potassium channel KCNH2 (Homo sapiens), Q12809; dofetilide IC70 present; activation (rescue from dofetilide block), less the hit threshold, % at 10 µM; 310,000 compounds, 0.51% hits;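 active = activation above the mean of controls blocked by dofetilide plus 5 SD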;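 note: thallium influx through hERG after potassium depolarization seen as dye fluorescence rise; in these data hits start at about 4.7%; inactives centre near -7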
KCNK9 block – KCNK9 potassium channel inhibitors, primary screen, HEK293 cells, thallium flux | B-score at 10 µM | FluxOR thallium flux fluorescence; active compounds read low | 310,000 compounds, 1.2% hits | Potassium channel subfamily K member 9 (Homo sapiens), Q9NPC2 | AID 488922, 2010;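 active = ratio B-score over 3 SD below the library mean, with starting fluorescence within 5 SD of its mean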;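 note: negative B-score means less thallium flux so channel inhibition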
Target sequence (Q9NPC2 whole entry, looked up): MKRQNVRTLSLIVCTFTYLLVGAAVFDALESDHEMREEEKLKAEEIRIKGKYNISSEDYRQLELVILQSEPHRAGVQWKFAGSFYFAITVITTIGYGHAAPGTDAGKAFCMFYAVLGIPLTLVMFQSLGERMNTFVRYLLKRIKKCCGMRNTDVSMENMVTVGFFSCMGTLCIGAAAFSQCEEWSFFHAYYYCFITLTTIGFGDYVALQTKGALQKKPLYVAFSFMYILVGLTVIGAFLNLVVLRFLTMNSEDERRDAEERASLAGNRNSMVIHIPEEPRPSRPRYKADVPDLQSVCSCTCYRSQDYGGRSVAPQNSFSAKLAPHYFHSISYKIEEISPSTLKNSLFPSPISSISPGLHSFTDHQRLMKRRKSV
ANO1 block – TMEM16A chloride channel inhibitors, primary screen, cell-based, HTS; normalized B-score (activity score, 25-100; higher = stronger inhibition) at 10 µM; HEK293 TMEM16A/YFP iodide influx fluorescence, ionomycin; 310,000 compounds, 1.2% hits; Anoctamin-1 (Mus musculus), Q8BHY3;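 active = ratio plate-corrected score three or more library SD toward inhibition, starting fluorescence score within five deviations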;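 note: score derived from kinetic fluorescence span divided by baseline fluorescence per well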
MrgX1 ag – agonists of human MrgX1 receptor, primary screen, HEK293 cells, Fluo-4 calcium flux | B-score at 10 µM | Fluo-4 calcium fluorescence, agonist mode; active compounds read high | Mas-related G-protein coupled receptor member X1 (Homo sapiens), Q96LB2 | 310,000 compounds, 0.44% hits | AID 588627, 2011;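 active = calcium response B-score plate-corrected fluorescence ratio at least 3 library SD, with starting fluorescence B-score inside 5 SD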
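System – MrgX1-expressing HEK293 cells · Incubation – cells plated overnight, dye loaded 0.5 h 37 °C, 0.5 h room temperature · Technique – kinetic Fluo-4 NW fluorescence of intracellular calcium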
KCNQ1 inh – inhibitors of human KCNQ1 channel, primary screen, cell-based, thallium flux, high-throughput. Potassium voltage-gated channel subfamily KQT member 1 (Homo sapiens), P51787. CHO-K1 KCNQ1, FluxOR thallium flux fluorescence; active compounds read high. B-score at 10 µM. 310,000 compounds, 1.3% hits. AID 2642, 2010;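 active = compounds whose thallium flux B-score, printed positive for inhibition, exceeds three library SD while starting fluorescence stays within three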;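 note: channel opened by potassium depolarization with thallium stimulus after 20 min compound exposure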
MrgX1 allo act – positive allosteric modulators of MrgX1, primary screen, HEK293 cells, Fluo-4 calcium flux; Mas-related G-protein coupled receptor member X1 (Homo sapiens), Q96LB2; FDSS; active compounds read high; B-score at 10 µM; 310,000 compounds, 0.63% hits; AID 588675, 2011;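 active = plate-corrected calcium response at least 3 library SD above typical, normal starting fluorescence, not activating the receptor alone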;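 note: compound read alongside a low EC10 to EC30 dose of BAM8-22 agonist; peak minus trough fluorescence over baseline measured at the second addition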
ANO1 activ – TMEM16A chloride channel activators or potentiators, primary screen, cell-based, HTS; AID 623877, 2012; B-score at 10 µM; 340,000 compounds, 0.3% hits; Anoctamin-1 (Mus musculus), Q8BHY3; HEK293 TMEM16A/YFP-H148Q/I152L, iodide quench fluorescence; active compounds read low;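 active = fluorescence-ratio B-score plate-corrected deviation score at least 3 library SD below zero, with starting fluorescence score within 5 deviations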;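 note: channel opened by trigger with iodide after compound preincubation; score built on the fluorescence ratio of max minus min over baseline; more negative score means more quench and so TMEM16A activation or potentiation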
* hit, by the source's call; i = inactive; x = no result given. Compounds as they come, and some 6.3% of all compounds hit somewhere here.

Molecule	KCNK3 inh	KCNQ1 pot	RGS4 act	RGS4 inh	hERG protect	KCNK9 block	ANO1 block	MrgX1 ag	KCNQ1 inh	MrgX1 allo act	ANO1 activ
CCC(C(=O)OCC(=O)Nc1ccc2[nH]c(=O)[nH]c2c1)c1ccccc1 (configuration not stated)	i	i	i	i	-21	i	i	i	i	i	i
O=C(Cc1cccs1)N1CCC(c2nc3c(nnn3Cc3ccc(F)cc3)c(=O)[nH]2)CC1	i	i	i	i	-13	i	i	i	i	i	i
Cc1ccn2c(CNCCCn3cccn3)c(C(=O)N3CCCCCC3)nc2c1	i	i	i	i	-12	i	i	i	i	i	i
Cc1cc(Cl)c2oc(C(=O)N(C)CCCN3CCOCC3)c(C)c2c1	i	i	i	i	-6	i	i	i	i	i	i
C/C(=N/NC(=O)CNC(=O)c1ccc2c(c1)OCO2)c1ccc2c(c1)CCCC2	i	i	i	i	-10	i	i	i	i	i	i
COc1ccc(CCn2c(=N)c(C(=O)N3CCN(C)CC3)cc3c(=O)n4ccccc4nc32)cc1	i	i	i	i	-15	i	i	i	i	i	i
CC(C)(C)c1cc(C(=O)NNc2cc(C(F)(F)F)ccc2Cl)n(Cc2ccccc2)n1	-19*	i	i	i	-10	i	i	i	8*	i	i
Cc1csc(=Nc2c(C)n(C)n(-c3ccccc3)c2=O)n1-c1ccccc1	i	i	i	i	-13	i	i	i	i	i	i
CCOC(=O)CCn1nc(-c2ccccc2)cc1N	i	i	i	i	-9	i	i	i	i	i	i
CCOC(=O)c1cnc(-c2cccc(OC)c2)[nH]c1=O	i	i	i	i	-12	i	i	i	i	i	i
C=CCNC(=S)NNC(=O)c1ccc2c(c1)OCO2	i	i	i	i	-16	i	i	i	i	i	i
O=C(O)CCCCCCCCc1cn(CCc2c[nH]c3ccccc23)nn1	i	i	i	i	-4	i	i	i	i	i	i
CC(=O)C1=C(C)NC(SCC(N)=O)=C(C#N)C1C (configuration not stated)	i	i	i	i	-5	i	i	i	i	i	i
COC(=O)c1[nH]c2ccc(C)cc2c1NS(=O)(=O)c1ccc(F)cc1	i	i	i	i	-14	i	i	i	i	i	i
Cc1ccc(NC(=O)c2cc(=O)n(Cc3ccccc3)c(=O)[nH]2)cc1C	i	i	i	i	-7	i	i	i	i	i	i
OCCCc1nc2n(n1)C(c1ccccc1)C=C(c1ccc(F)cc1)N2 (configuration not stated)	i	i	i	i	-16	i	i	i	i	i	i
COc1ccc(OC)c(C2=Nn3c(nnc3-c3cccc(OC(C)C)c3)SC2)c1	i	i	i	i	-6	i	i	i	i	i	-5*
O=C(O)c1cccc(S(=O)(=O)N2CCC(Cc3ccccc3)CC2)c1	i	i	i	i	-6	i	i	i	i	i	i
Cn1c(=O)c2c(nc(Oc3ccc4ccccc4c3)n2C)n(C)c1=O	i	i	i	i	-14	i	i	i	i	i	i
COCCC(=O)Nc1ccc2c(c1)CN(C(=O)c1ccc(CSC)o1)CC2	i	i	i	i	-2	i	i	i	i	i	i
Cc1ccc(C(=O)NC(=O)CSc2nnc(C)s2)cc1	i	i	i	i	-7	i	i	i	i	i	i
Cc1ccc(C2(CCNCc3ccc(N(C)C)cc3)CCOC(C(C)C)C2)cc1 (configuration not stated)	i	i	i	i	-18	i	i	i	i	i	i
COc1cc(/C=C2\C(=O)NN(c3ccc(C)cc3)C2=O)cc([N+](=O)[O-])c1O	i	i	i	i	-17	i	i	i	i	i	i
CN1CCC(=NNC(=O)CN(c2ccc(Oc3ccccc3)cc2)S(C)(=O)=O)CC1	i	i	i	i	-5	i	i	i	i	i	i
CCCCCCCNC(=O)C1(CC2CC(c3cccc(Br)c3)=NO2)CCN(C(=O)c2ccccc2)CC1 (configuration not stated)	i	i	i	i	-11	i	i	i	i	i	i
O=C(NC1CCC(O)CC1)c1cc(-c2ccco2)nc2ccccc12 (configuration not stated)	i	i	i	i	-20	i	i	i	i	i	i
CCc1nnc(NS(=O)(=O)c2ccc(NC(=O)c3ccco3)cc2)s1	i	i	i	i	-9	i	i	i	i	i	i
CCCCN(CCCC)CC(O)Cn1c2ccccc2c(=O)c2ccccc21 (configuration not stated)	i	i	i	i	3	i	i	i	i	i	i
CCCN(CCC)C(=O)CC(c1ccccc1)C1CCOC(C)(C)C1 (configuration not stated)	i	i	i	i	-18	i	i	i	i	i	i
CS(=O)(=O)N1CCN(C(=O)Cc2ccccc2Cl)CC1	i	i	i	i	-9	i	i	i	i	i	i
Cc1nn(-c2ccccn2)c2c1-c1nc(N3CCOCC3)ncc1CC2	i	i	i	i	-19	i	i	i	i	i	i
Cc1cccc(NC(=O)Nc2nnc(-c3ccccc3)o2)c1	i	i	i	i	-8	i	i	i	i	i	i
COc1ccc(NC(=O)c2cccn(CC=C(C)C)c2=O)cc1	i	i	i	i	-5	i	i	i	i	i	i
COCCNC(=S)N/N=C(\C)c1ccccc1F	i	i	i	i	-5	i	i	i	i	i	i
O=C(O)C1C2C=CC(C2)C1C(=O)NCc1ccccn1 (configuration not stated)	x	i	i	i	-12	i	i	i	i	i	x
O=S(=O)(NCC(c1cccs1)N1CCc2ccccc2C1)c1ccccc1 (configuration not stated)	i	i	i	i	-15	i	i	i	i	i	i
COc1cc2[nH]c(Cl)c([N+](=O)[O-])c2cc1OC	i	i	i	i	-18	i	i	i	i	i	i
COC(=O)/C=C1\SC(N)=NC1=O	i	i	i	i	-4	i	i	i	i	i	i
CCN(C(=O)c1cccs1)c1nnc(-c2ccncc2)s1	i	i	i	i	-5	i	i	i	i	i	i
O=C(O)CCC(=O)NNC(=O)CCCOc1ccc(Cl)cc1Cl	i	i	i	i	-3	i	i	i	i	i	i
COC(=O)CSc1nc2c(c(=O)n(C)c(=O)n2C)n1CCC(C)C	i	i	i	i	-10	i	i	i	i	i	i
O=C(Nc1ccc(Cl)cc1)NC1(C(=O)NCCCN2CCOCC2)CCCCC1	i	i	i	i	-8	i	i	i	i	i	i
CC(=O)c1c(O)c(C)c(-c2ccccc2)n(-c2ccccc2)c1=O	i	i	i	i	-9	i	i	i	i	i	i
CCCc1ccc2oc(C(=O)NCc3nnc(C)o3)c(C)c2c1	i	i	i	i	-9	i	i	i	i	i	i
COc1ccc(NC(=O)CN2C(=O)C(C)Oc3ccc(C)cc32)cc1 (configuration not stated)	i	i	i	i	4	i	i	i	i	i	i
Cc1ccc(C)c(NC(=S)NNC(=O)c2sccc2C)c1	i	i	i	i	-8	i	i	i	i	i	i
O=C(NCC1CCCO1)c1ccc(COc2ccc(F)cc2)o1 (configuration not stated)	i	i	i	i	-6	i	i	i	i	i	i
CN(CC(=O)Nc1ccccc1C(=O)N1CCCC1)S(=O)(=O)c1ccc(Cl)cc1	i	i	i	i	-10	i	i	i	i	i	i
S=C(c1ccc(-c2ccccc2)o1)N1CCCCC1	i	i	i	i	-15	i	i	i	i	i	i
Cc1ccc(Cn2c(=O)c3c(ncn3C)n(C)c2=O)cc1	i	i	i	i	-16	i	i	i	i	i	i
CCCOc1ccc(/C=N/Nc2ccccn2)cc1OC	i	i	i	i	-4	i	i	i	i	i	i
COc1ccc(Cl)cc1S(=O)(=O)N1CCC(C(=O)NCC2CCCO2)CC1 (configuration not stated)	i	i	i	i	-6	i	i	i	i	i	i
COc1ccc(S(=O)(=O)N(CC(=O)N/N=C/c2cccs2)c2ccc(C)cc2)cc1OC	i	i	i	i	-17	i	i	i	i	i	i
CCCCN(C)C(=O)C1CCC(CNS(=O)(=O)c2ccc3c(c2)CC(C)N3C(=O)C2CC2)CC1 (configuration not stated)	i	i	i	i	-10	i	i	i	i	i	i
CCOC(=O)C1=C(C)Nc2nc(C)nn2C1c1ccc(OCC)c(OC)c1 (configuration not stated)	i	i	i	i	-7	i	i	i	i	i	i
CC(C(=O)O)n1cnc2sc3c(c2c1=O)CCCC3 (configuration not stated)	i	i	i	i	-10	i	i	i	i	i	i
O=C(c1cc(COc2c(F)cccc2F)on1)N1CCC(c2ccccc2Cl)C1 (configuration not stated)	i	i	i	i	-11	i	i	i	i	i	i
COCCCNC(=S)N1CCN(S(=O)(=O)c2ccc(OC)cc2)CC1	i	i	i	i	-4	i	i	i	i	i	i
CCCCOC(=O)c1sc2nc(N3CCOCC3)c3c(c2c1N)CC(C)(C)OC3	i	i	i	i	-9	i	i	i	i	i	i
O=C(c1ccc2snnc2c1)N1CCSCC1	i	i	i	i	-1	i	i	i	i	i	i
COC(=O)C1(S(=O)(=O)C2(C(=O)OC)CCCC2)CCCC1	i	i	i	i	-5	i	i	i	i	i	i
CCC(C)[C@H](NC(=O)N1CCN(C)CC1)C(=O)OC (some centres not stated)	i	x	x	x	x	x	i	i	x	i	i

Compound activity (PubChem BioAssay)
